Compound activity (PubChem BioAssay)
ARNT TACC3 PPI: disrupts binding between human ARNT and TACC3; AlphaScreen His-ARNT PAS-B/GST-TACC3 binding, luminescence; TACC3 fragment carries E629A point mutation; Q9Y6A5; AID 623870; hit rate 0.66% among 390,000; inhibition, % at 9.99 µM;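 active = mean inhibition of replicates at least 50% and at least half of replicates each reaching 50%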;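 note: 0% = complete ARNT plus TACC3 wells and 100% = ARNT alone without TACC3; many hits fall short of the cut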
Casp6 inh: caspase-6 (human) enzyme inhibition; purified caspase-6, Z-VEID-R110 cleavage fluorescence; inhibition, % at 12.5 µM; hit rate 0.53% among 350,000;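 active = mean inhibition across replicates at least about 35%, with every replicate also reaching that limit, limit read from the data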;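 note: 0% = median of neutral control wells and 100% = no fluorescence left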
Target sequence (P55212 24-179 limits assumed): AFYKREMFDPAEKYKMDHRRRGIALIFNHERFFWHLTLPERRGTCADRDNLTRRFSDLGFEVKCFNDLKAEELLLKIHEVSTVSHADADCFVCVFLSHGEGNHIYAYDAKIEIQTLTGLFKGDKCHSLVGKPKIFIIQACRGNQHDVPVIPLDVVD
Target sequence (P55212 194-293 limits assumed): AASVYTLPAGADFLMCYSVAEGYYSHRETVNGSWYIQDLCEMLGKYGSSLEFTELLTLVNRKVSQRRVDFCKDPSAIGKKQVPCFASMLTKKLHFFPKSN
RAD52 inh: RAD52 (human) annealing inhibition; hit rate 0.46% among 360,000; P43351; recombinant RAD52 DNA annealing, FRET fluorescence; AID 651710; inhibition, % at 18.7 µM;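 active = every replicate showing at least 50% inhibition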
esBAF inh: blocks esBAF chromatin remodeling in mouse ES cells; Bmi1-luciferase knock-in reporter, 24 h; 100% = twice the neutral-well signal; reporter increase, % at 12.5 µM; hit rate 2% among 350,000; in the data active = activation above about 40%;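 note: 0% = median of the plate's neutral control wells and 100% = double that signal; a rise in the Bmi1 reporter signal indicates esBAF inhibition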
ERp5 inh: inhibitors of human ERp5. inhibition, % at 9.99 µM. ERp5 insulin aggregation, absorbance 650 nm, 90 min. hit rate 0.05% among 350,000. Q15084;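 active = mean replicate inhibition above about 25%, with every replicate also reaching it, limit read from the data, passing the limit was not always enough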
E-sel inducer: induces E-selectin expression in human endothelial cells | P16581 | HUVEC E-selectin immunofluorescence imaging; normalized: neutral wells 0, TNF-alpha wells 100 | activation, % at 7.58 µM | hit rate 0.37% among 260,000;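 active = mean E-selectin-positive cell signal at least 10% of the positive control, reached in at least 60% of replicates, without over 20% cell loss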;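 note: in these data hits start at about 27%; measured in HUVEC primary endothelial cells; signal is the percent of cells scored E-selectin positive by PE staining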
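Test system: HUVEC; input: 3,000 HUVEC/well; measured by: immunofluorescence imaging; read-out: % PE-positive cells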
RAD54 branch: RAD54 (human) branch migration inhibition. hit rate 0.14% among 360,000. inhibition, % at 10.4 µM. RAD54 Holliday junction branch migration, FAM/BHQ fluorescence. AID 602329. Q92698;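 active = mean normalized replicate activity at least 40 and at least half of replicates scoring 40 or more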;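 note: 0% = median of neutral control wells and 100% = median of positive control wells; inhibitors cause a drop in the FAM fluorescence signal; in these data hits start at about 50%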
Target sequence (Q92698 whole entry, looked up): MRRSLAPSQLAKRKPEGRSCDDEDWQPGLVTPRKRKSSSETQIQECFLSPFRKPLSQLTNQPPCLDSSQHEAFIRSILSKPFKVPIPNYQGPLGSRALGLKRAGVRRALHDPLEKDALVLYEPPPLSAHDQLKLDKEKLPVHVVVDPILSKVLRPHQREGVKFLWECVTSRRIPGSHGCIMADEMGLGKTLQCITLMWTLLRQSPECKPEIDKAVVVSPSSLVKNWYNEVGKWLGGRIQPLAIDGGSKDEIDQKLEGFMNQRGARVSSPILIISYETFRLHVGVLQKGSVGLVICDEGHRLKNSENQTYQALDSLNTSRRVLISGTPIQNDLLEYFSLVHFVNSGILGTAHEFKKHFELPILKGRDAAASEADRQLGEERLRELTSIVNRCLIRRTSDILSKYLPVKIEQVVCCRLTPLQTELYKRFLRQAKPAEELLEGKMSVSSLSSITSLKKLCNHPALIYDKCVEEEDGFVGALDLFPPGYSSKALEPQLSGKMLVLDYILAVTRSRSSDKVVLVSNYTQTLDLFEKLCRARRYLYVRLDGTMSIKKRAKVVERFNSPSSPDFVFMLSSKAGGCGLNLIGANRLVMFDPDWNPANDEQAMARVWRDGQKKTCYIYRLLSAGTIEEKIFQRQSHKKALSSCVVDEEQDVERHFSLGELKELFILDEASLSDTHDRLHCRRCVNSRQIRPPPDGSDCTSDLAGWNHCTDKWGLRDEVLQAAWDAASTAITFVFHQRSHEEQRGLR
PglD inh: blocks C. jejuni PglD acetyltransferase activity | purified PglD enzyme, DTNB colorimetric CoA detection | inhibition, % at 12.5 µM | AID 602405 | hit rate 0.098% among 360,000; in the data active = inhibition above about 16%, passing the limit was not always enough; note: strong numbers were not always called active
* marks the source's active call; other numbers are inactive results; . = not tested or not shown.

entry | molecule | esBAF inh | Casp6 inh | PglD inh | E-sel inducer
1 | Cc1cc(C)n2nc(-c3cnn(C)c3C(F)(F)F)c(Cl)c2n1 | 3 | . | -2 | .
2 | COc1ccc(NC(=O)Nc2ccc3c(c2)C(=O)N([C@H](C)CO)C[C@@H](C)[C@@H](CN(C)C(=O)Nc2ccc(C(F)(F)F)cc2)O3)cc1 | -6 | 9 | 7 | -4.7
3 | CCCCNc1c(-c2ccccn2)nc2nc(C)cc(C)n12 | . | -4 | . | 0.0
4 | CC(C)(C)NC(=O)Cn1c(=O)oc2cc(S(=O)(=O)N3CCc4ccccc43)ccc21 | 4 | 5 | 2 | .
5 | Cc1cc(NCc2ccco2)nc(N2CCC(C(=O)NC3CCCCC3)CC2)n1 | -5 | -1 | . | .
6 | CCCc1ccc2oc(C(=O)N(C)Cc3nccs3)c(C)c2c1 | 52* | -1 | 3 | -0.7
7 | O=C(CSc1nc2ccccc2o1)N/N=C/c1ccco1 | 30 | 4 | -4 | .
8 | Cc1ccc(OCCCCN2CCCC(C)C2)c([N+](=O)[O-])c1 (centres undefined) | . | -9 | . | 4.0

entry | ERp5 inh | ARNT TACC3 PPI | RAD54 branch | RAD52 inh
1 | . | -1 | 1 | .
2 | -3 | -8 | 0 | 7
3 | 1 | . | . | -12
4 | -1 | -11 | -8 | -22
5 | -7 | -7 | . | -11
6 | 4 | -7 | -17 | -10
7 | -4 | 2 | 14 | -12
8 | -5 | 2 | . | -14

(listing goes on)
entry | molecule | esBAF inh | Casp6 inh | PglD inh | E-sel inducer
9 | COC(=O)c1cc(Br)c(N)cc1OC | . | -5 | . | 1.3
10 | Cn1c(-c2ccc(F)cc2)cnc1SCC(=O)N1CCCCC1 | -9 | . | 7 | .
11 | CN1CCN(c2nc3ccccc3nc2C(C#N)C(=O)OC2CCCCC2)CC1 (centres undefined) | -2 | . | -8 | .
12 | CCN1CCN(c2nc(N)c([N+](=O)[O-])c(Nc3ccc(C)c(C)c3)n2)CC1 | -7 | -5 | -5 | .
13 | O=C(CSc1nnc(-c2ccncc2)n1Cc1ccco1)c1ccc(Cl)cc1 | -6 | 2 | 0 | .
14 | CSC1=NCCN1C(=O)c1c(-c2ccccc2Cl)noc1C | -4 | -3 | -1 | 0.0
15 | CC(C)C#Cc1ccc([C@H]2[C@@H](CO)N(C(=O)C3CC3)[C@H]2CNC(=O)C2CC2)cc1 | . | -3 | . | 0.1
16 | COCCNC(=O)Cn1cc2c(n1)CCC(C)C2 (centres undefined) | 4 | 15 | -2 | 1.1

entry | ERp5 inh | ARNT TACC3 PPI | RAD54 branch | RAD52 inh
9 | 4 | 0 | . | -5
10 | . | -1 | -7 | .
11 | . | 21 | 21 | .
12 | 0 | 2 | 12 | -16
13 | 6 | 8 | 3 | -15
14 | 4 | . | -2 | -13
15 | 5 | . | . | -31
16 | 0 | -8 | -9 | -4

Following part.
entry | molecule | esBAF inh | Casp6 inh | PglD inh | E-sel inducer
17 | O=C(CCc1ccccc1)NC(=S)Nc1ccccc1[N+](=O)[O-] | -1 | -4 | -2 | 0.0
18 | CCCC(=O)Nc1ccc2c(c1)C(=O)N(C)C[C@@H](OC)[C@@H](C)CN(Cc1cccc(F)c1)[C@@H](C)CO2 | 9 | 0 | -3 | 0.0
19 | Cc1cc(NC(=O)C(C)SCC(=O)Nc2cc(Cl)ccc2N2CCN(C)CC2)no1 (centres undefined) | . | -127 | -1 | 0.5
20 | COc1ccc(Br)cc1CNC(=O)C1CCN(S(=O)(=O)N2CCCCC2)CC1 | -7 | . | 7 | .
21 | CCNC(=O)C[C@@H]1C=C[C@H](NC(=O)C2CCC2)[C@H](CO)O1 | 2 | -3 | -1 | -0.1
22 | C[C@@H]1CN([C@H](C)CO)C(=O)c2cc(C#Cc3cccc(F)c3)cnc2O[C@H]1CN(C)CC1CCOCC1 | -4 | 4 | 5 | -0.2
23 | C[C@@H]1CN([C@@H](C)CO)C(=O)c2cccc(NC(=O)c3cnccn3)c2O[C@@H]1CN(C)C(=O)Nc1ccc(F)cc1 | -2 | -2 | 3 | -2.0
24 | O=C(C[C@@H]1CC[C@@H]2[C@H](COC[C@@H](O)CN2C(=O)Nc2ccc(Cl)c(Cl)c2)O1)NC1CCC1 | 4 | 1 | -1 | 0.5

entry | ERp5 inh | ARNT TACC3 PPI | RAD54 branch | RAD52 inh
17 | 1 | 9 | 3 | -11
18 | -9 | 1 | 0 | -3
19 | 6 | 5 | -7 | 14
20 | . | 12 | 1 | .
21 | -4 | -10 | -5 | 1
22 | -6 | 2 | 0 | -17
23 | -1 | -6 | 3 | -10
24 | -1 | 7 | 9 | 3

(cont.)
entry | molecule | esBAF inh | Casp6 inh | PglD inh | E-sel inducer
25 | NC(=O)NC(=O)CC1S/C(=N/N=C2/NC(=O)CS2)NC1=O (centres undefined) | . | 1 | . | 0.5
26 | Cc1cc(OCC(=O)N2CCOCC2)ccc1NC(=O)c1ccccc1C | 14 | -5 | 2 | 0.6
27 | COc1ccc(S(=O)(=O)Cc2ccc(C(=O)NCCc3ccc(S(N)(=O)=O)cc3)o2)cc1 | -2 | -1 | 5 | .
28 | Cc1cc(C)cc(NS(=O)(=O)c2ccc(-c3cnc(C4CC4)o3)cc2)c1 | -40 | 2 | -1 | -0.1
29 | CC(=O)Nc1ccc(NC(=O)c2ccc3sc([C@H]4C[C@H](O)[C@@H](CO)O4)nc3c2)cc1 | -2 | -2 | -1 | 11
30 | CNS(=O)(=O)c1cccc(C(=O)OCC(=O)c2c(N)n(C)c(=O)n(C)c2=O)c1 | . | -5 | . | 1.6
31 | COc1ccc(/C=N/Nc2cc(C)nc(NS(=O)(=O)c3ccc(C)cc3)n2)cc1 | 0 | -1 | -2 | .
32 | O=C(NCC1CCCO1)c1ccc(COc2ccccc2Br)cc1 (centres undefined) | . | 3 | 10 | .

entry | ERp5 inh | ARNT TACC3 PPI | RAD54 branch | RAD52 inh
25 | 1 | 66* | . | -16
26 | -6 | 10 | -3 | 0
27 | 0 | 5 | 0 | 12
28 | 2 | 8 | 7 | -5
29 | 0 | . | 8 | 1
30 | 10 | -6 | . | -16
31 | -2 | . | -4 | -12
32 | 5 | -1 | 1 | -26

Remaining list, next part
entry | molecule | esBAF inh | Casp6 inh | PglD inh | E-sel inducer
33 | Cc1cc2ncn(C(=O)N3CCC(C)CC3)c2cc1C | 54* | . | -5 | .
34 | Cc1cccc(N2CCN(C(=O)C3CCN(S(=O)(=O)N4CCOCC4)CC3)CC2)c1C | . | -3 | . | .
35 | O=C(Cc1ccccc1F)NCC1(N2CCOCC2)CCCCC1 | . | 1 | . | .
36 | CC1=CC(C)(C)N2C(=O)C3(NCCc4c3[nH]c3ccccc43)c3cc(C)cc1c32 (centres undefined) | 2 | 0 | -9 | 8.9
37 | COc1cc(C2Nc3ccc4ccccc4c3C3=C2C(=O)CC(C)(C)C3)ccc1OC(C)C(=O)O (centres undefined) | 1 | 4 | 4 | .
38 | Cn1cc(C(=O)N/N=C/C(Br)=C/c2ccccc2)ccc1=O | . | 2 | . | .
39 | N#Cc1cc(Sc2ccccn2)c(Sc2ccccn2)cc1C#N | -10 | . | 1 | .
40 | Cc1ccccc1NC1=NC(=S)N(c2ccccc2)C12CCOC(C)(C)C2 (centres undefined) | -3 | . | 2 | .

entry | ERp5 inh | ARNT TACC3 PPI | RAD54 branch | RAD52 inh
33 | . | 4 | -16 | .
34 | -3 | -2 | . | -12
35 | -4 | 34 | . | 2
36 | 4 | 5 | -15 | 1
37 | 1 | 4 | -4 | -10
38 | 0 | 0 | . | -9
39 | . | 4 | 0 | .
40 | . | 2 | -2 | .

More compounds follow.
entry | molecule | esBAF inh | Casp6 inh | PglD inh | E-sel inducer
41 | N#C[C@H]1[C@H](c2ccc(C#CC3CCCCC3)cc2)[C@@H](CO)N1S(=O)(=O)c1ccccc1 | 12 | 0 | 2 | -0.7
42 | Cc1ccccc1CSCCNC(=O)c1ccc(N(C)S(=O)(=O)c2ccccc2)cc1 | -7 | . | 4 | .
43 | CC(=O)c1cccc(NC(=O)/C=C/c2ccc([N+](=O)[O-])s2)c1 | . | -1 | . | -2.7
44 | Cc1cc(OCC(=O)N(C)c2ccccc2)cc2c1C(=O)CC(C)(C)O2 | 4 | 4 | -6 | 0.0
45 | CC(=O)c1sc(NC(=O)CN2C(=O)C3CC=CCC3C2=O)nc1-c1ccccc1 (centres undefined) | -7 | 0 | -4 | -1.9
46 | CCn1c(CNC(=O)c2ccccc2F)nnc1SCCOc1ccccc1 | . | -1 | 1 | .
47 | Cc1ccc(S(=O)(=O)CCC(=O)OCC(=O)c2c(N)n(CC(C)C)c(=O)n(C)c2=O)cc1 | 0 | -4 | 0 | -0.2
48 | CCC(=O)N1CCCCN2[C@H](C1)[C@H](c1ccc(-c3ccc(F)cc3)cc1)[C@@H]2CO | -6 | 0 | 2 | -0.2

entry | ERp5 inh | ARNT TACC3 PPI | RAD54 branch | RAD52 inh
41 | -4 | 7 | -30 | -93
42 | . | -22 | 5 | .
43 | 2 | -3 | . | -13
44 | -3 | -2 | 15 | -15
45 | 3 | -6 | -9 | -18
46 | -5 | -5 | -11 | -16
47 | 4 | 6 | 8 | 3
48 | -3 | -8 | -1 | -6

Going on with the list:
entry | molecule | esBAF inh | Casp6 inh | PglD inh | E-sel inducer
49 | O=C1OC(c2ccccc2)(c2ccccc2)c2ccsc21 | -1 | 2 | -1 | 0.8
50 | C[C@@H]1CN([C@H](C)CO)C(=O)c2cccc(NC(=O)c3ccc(-c4nccs4)cc3)c2O[C@H]1CN(C)CC1CCCCC1 | 8 | 2 | -1 | 0.5
51 | CN(C)CC#Cc1ccc([C@@H]2[C@H](CO)N3CCCCN(C(=O)CN(C)C)C[C@@H]23)cc1 | -4 | 0 | 8 | -0.3
52 | CC(=O)c1cccc(N2C(=O)Nc3ccccc3N2O)c1 | 7 | 0 | -2 | 0.4
53 | CC1(C)CC(=O)C/C(=N/NC(=O)C2CCN(S(=O)(=O)c3cccs3)CC2)C1 | . | 3 | . | .
54 | O=C(COC(=O)/C=C/c1cccc(C(F)(F)F)c1)NCc1cccs1 | -2 | 0 | -3 | .

entry | ERp5 inh | ARNT TACC3 PPI | RAD54 branch | RAD52 inh
49 | -7 | . | 2 | 1
50 | 3 | 2 | 5 | 3
51 | 6 | . | -1 | 88*
52 | 2 | 0 | 2 | -2
53 | 0 | -1 | . | -14
54 | -1 | 2 | 0 | -9

By substructure: the entries above with an aryl methoxy group
entry | molecule | esBAF inh | Casp6 inh | PglD inh | E-sel inducer
2 | COc1ccc(NC(=O)Nc2ccc3c(c2)C(=O)N([C@H](C)CO)C[C@@H](C)[C@@H](CN(C)C(=O)Nc2ccc(C(F)(F)F)cc2)O3)cc1 | -6 | 9 | 7 | -4.7
9 | COC(=O)c1cc(Br)c(N)cc1OC | . | -5 | . | 1.3
20 | COc1ccc(Br)cc1CNC(=O)C1CCN(S(=O)(=O)N2CCCCC2)CC1 | -7 | . | 7 | .
27 | COc1ccc(S(=O)(=O)Cc2ccc(C(=O)NCCc3ccc(S(N)(=O)=O)cc3)o2)cc1 | -2 | -1 | 5 | .
31 | COc1ccc(/C=N/Nc2cc(C)nc(NS(=O)(=O)c3ccc(C)cc3)n2)cc1 | 0 | -1 | -2 | .
37 | COc1cc(C2Nc3ccc4ccccc4c3C3=C2C(=O)CC(C)(C)C3)ccc1OC(C)C(=O)O (centres undefined) | 1 | 4 | 4 | .

entry | ERp5 inh | ARNT TACC3 PPI | RAD54 branch | RAD52 inh
2 | -3 | -8 | 0 | 7
9 | 4 | 0 | . | -5
20 | . | 12 | 1 | .
27 | 0 | 5 | 0 | 12
31 | -2 | . | -4 | -12
37 | 1 | 4 | -4 | -10
